Screening data: PubChem, several laboratories
CRFR2-BP antag: antagonists of CRF-BP/CRF-R2 complex, primary screen, cell-based, HEK293, calcium dye fluorescence, uHTS. CRF-induced calcium fluorescence. inhibition, % at 11.8 µM. hit rate 0.59% among 350,000. AID 588475, 2011;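 active = inhibition of the ligand-induced calcium signal above about 50% at the single tested concentration, limit read from the data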
SUMO HTRF inh: inhibitors of in vitro SUMOylation cascade, primary screen, biochemical, HTRF, uHTS. hit rate 0.36% among 290,000. inhibition, % at 35 µM. HTRF SUMOylation assay, SAE1/SAE2 + UBC9. SUMO-conjugating enzyme UBC9 (Homo sapiens), P63279; in the data active = inhibition above about 50%, passing the limit was not always enough; also: strong numbers were not always called active
Target sequence (P63279 whole entry, looked up): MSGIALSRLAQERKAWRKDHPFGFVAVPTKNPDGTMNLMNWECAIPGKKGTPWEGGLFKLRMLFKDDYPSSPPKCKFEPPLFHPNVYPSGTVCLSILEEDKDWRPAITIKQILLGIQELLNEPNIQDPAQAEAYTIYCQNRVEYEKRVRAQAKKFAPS
pCIP destab: p/CIP-EGFP fusion destabilizers, primary screen, fluorescence, F442A cells | Q05BA5 | 16 h | decrease of EGFP signal, % at 10 µM | hit rate 0.01% among 290,000 | AID 1984, 2009;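 active = EGFP signal decrease of at least 30% at 10 µM or well 3 SD below plate mean, unless failing retest; inactive = the rest, including hits failing retest or dose response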; also: some compounds called inactive have numbers as strong as hits; many of its hits are not listed in these tables
IDE cell inh: human IDE inhibitors in live cells, primary screen, fluorescence polarization, HEK cells, FAbetaB substrate; Insulin-degrading enzyme (Homo sapiens), P14735; inhibition, % at 5.59 µM; hit rate 0.41% among 320,000; FAbetaB cleavage;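 active = percent inhibition above the average of all tested compounds plus 3 SD, set per screening campaign, cut at about 16% in these data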;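 also: IDE supplied by intact live HEK cells; FP after avidin binding of uncleaved biotin substrate so inhibition keeps polarization high; 0% = DMSO wells and 100% = 60 µM reference IDE inhibitor Ii1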
GalR3 antagonist: GalR3 antagonists in HEK293 cells, primary screen, cell-based, fluorescence readout; Galanin receptor type 3 (Homo sapiens), O60755; inhibition, % at 3 µM; hit rate 0.44% among 360,000; HEK293 GalR3-CNG cAMP membrane potential fluorescence; galR3 body fused to GalR1 C-terminus;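 active = inhibition above the screen-wide average plus 3 SD, cut at about 13% in these data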;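 also: forskolin and galanin both at EC90 stimulate the cells; cAMP rise reported by CNG channel membrane potential dye signal; 0% = forskolin plus galanin with DMSO and 100% = forskolin alone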
Target sequence (O60755 1-299 limits assumed): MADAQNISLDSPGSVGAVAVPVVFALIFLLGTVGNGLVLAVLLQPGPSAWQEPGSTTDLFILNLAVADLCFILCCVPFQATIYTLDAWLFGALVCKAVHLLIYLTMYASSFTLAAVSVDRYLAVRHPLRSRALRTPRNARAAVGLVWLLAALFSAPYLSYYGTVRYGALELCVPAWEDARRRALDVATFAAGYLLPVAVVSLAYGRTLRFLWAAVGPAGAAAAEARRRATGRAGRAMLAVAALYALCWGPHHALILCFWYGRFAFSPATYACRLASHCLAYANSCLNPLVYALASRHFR
IDE cell activ: human IDE activators in live cells, primary screen, fluorescence polarization, HEK cells, FAbeta-B substrate | Insulin-degrading enzyme (Homo sapiens), P14735 | FAbeta-B cleavage; 0% vehicle, 100% cell-free pure enzyme wells | activation, % at 5.96 µM | hit rate 0.073% among 340,000;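 active = activation above the mean of all tested compounds plus 3 SD, set per screening campaign, cut at about 17% in these data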
VIM-2 inhibitor: VIM-2 metallo-beta-lactamase inhibitors, primary screen, biochemical, epi-absorbance readout, Pseudomonas aeruginosa enzyme | purified VIM-2, nitrocefin hydrolysis, epi-absorbance fluorescence | inhibition, % at 5.6 µM | hit rate 0.89% among 290,000 | AID 1527, 2009;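 active = inhibition above the mean of all tested compounds plus 3 SD, cutoff set per screening run, cut at about 7.5% in these data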;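 also: red hydrolysis product quenches plate fluorescence so inhibitors raise well fluorescence; 0% = enzyme with DMSO and 100% = DMSO without enzyme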
NS3 helicase inh: inhibitors of HCV NS3 helicase, primary screen, biochemical, Cy5 molecular beacon fluorescence; inhibition, % at 10.9 µM; NS3 helicase DNA unwinding; hit rate 0.56% among 290,000; Hepatitis C virus NS3 helicase;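 active = inhibition above the mean of all tested compounds plus 3 SD, set per campaign, cut at about 35% in these data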;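 also: 0% = DMSO wells and 100% = thioflavine S control wells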
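assay system = NS3 helicase fragment of HCV | buffer or medium = MOPS pH 6.5, MgCl2, DTT, Tween20, BSA | timing = 60 min unwinding reaction at 25 °C after ATP addition | signal = Cy5 beacon fluorescence read at start and 1 h | read-out basis = % inhibition of unwinding | control set = low DMSO, high thioflavine S at 110 µM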
IMP-1 inhibitor: IMP-1 metallo-beta-lactamase inhibitors, primary screen, biochemical, epi-absorbance readout, Pseudomonas aeruginosa enzyme; AID 1556, 2009; purified IMP-1, nitrocefin hydrolysis, epi-absorbance fluorescence; inhibition, % at 5.6 µM; hit rate 0.45% among 290,000; metallo-beta-lactamase IMP-1 (Pseudomonas aeruginosa);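 active = inhibition above the mean plus 3 SD of all compounds in the same screening run, cut at about 4.5% in these data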;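 also: 0% = IMP-1 with DMSO and 100% = DMSO wells lacking enzyme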
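System: purified IMP-1; amount: IMP-1 0.2 nM before substrate addition; compound: single dose, 5.6 µM; times: 25 °C, 15 min preincubation, 25 min reaction; signal: Epi-absorbance via hydrolysed-nitrocefin quenching of white-plate fluorescence, 480/530 nm, EDTA stop; benchmarks: DMSO with and without IMP-1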
* hit, by the source's call; x = not tested or not shown. This is a random part of the collection (roughly 3.2% active in at least one column).

SMILES	CRFR2-BP antag	SUMO HTRF inh	pCIP destab	IDE cell inh	GalR3 antagonist	IDE cell activ	VIM-2 inhibitor	NS3 helicase inh	IMP-1 inhibitor
NC(=O)c1ccc[n+](CC(=O)c2ccccc2)c1	-6	15	-11	7	-3	x	0.1	4	-3.0
NC(=O)C1CCN(C(=O)COc2cccc3ccccc23)CC1	-1	-2	3	-2	-7	2	-1.5	-12	-3.0
Cc1ccc(C(CC(=O)O)C2CCOC(C)(C)C2)cc1 (centres undefined)	-3	14	-1	0	-7	8	-3.1	0	-8.0
Cc1ccc(CNc2nc(-c3cccnc3)nc3ccccc23)cc1	-23	4	-5	1	-7	-6	-0.3	-23	-0.3
Cc1ccc(S(=O)(=O)NC(=O)Nc2cc(C)ccc2F)cc1	6	-2	-7	0	-4	9	1.9	-8	0.5
COc1cc(/C=N/NC(=O)CNC(=O)c2ccc3c(c2)OCCO3)ccc1O	17	-6	2	1	-2	7	-2.2	9	-3.6
Nc1nc(SCC(=O)Nc2cc(Cl)c(Cl)cc2Cl)n[nH]1	-12	x	x	8	1	-5	x	x	x
O=C(OCC#Cc1c(COC(=O)c2ccccc2)nnn1Cc1ccccc1)c1ccccc1	7	15	-12	2	-6	1	x	x	x
CCCCN(CCCC)S(=O)(=O)c1ccc(NS(=O)(=O)c2ccc(NC(C)=O)cc2)cc1	8	-14	-21	0	x	5	-3.3	-9	0.4
CSc1nc2[nH]ncc2c(=O)n1-c1ccccc1	31	16	-4	8	-4	-13	0.9	-1	-4.3
O=C(NN=C1CCCC1)c1ccccc1OCc1ccc(Cl)cc1	-16	-1	-6	-1	-2	1	-5.5	15	-2.6
CCOc1ccccc1NC(=O)NC1CCCCCCC1	-7	-14	-5	x	-3	1	-2.0	-9	-1.5
COc1cc(C2NC(=O)c3ccccc3O2)ccc1OC(C)C (centres undefined)	-11	-6	26	4	-4	4	-2.5	0	-4.5
CN1C(=O)N(c2ccccc2)C(Nc2nncs2)C1(C)C (centres undefined)	1	-13	-2	2	-1	0	-2.7	2	-2.4
CC1(C)OC(C)(C)/C(=C\c2ccc(OCC(N)=O)cc2)C1=O	0	x	x	4	-2	-1	x	x	x
O=C(COc1cccc2ccccc12)N/N=C/c1ccncc1	-8	10	10	0	-3	-4	-2.5	-13	-3.5
O=C(COc1ccc([N+](=O)[O-])cc1)Nc1ccccc1N1CCCC1	5	10	-4	0	-6	-2	-1.7	7	-3.6
O=C(Nc1ccccc1-c1nc2ccccc2s1)c1cccnc1Cl	-10	58*	5	5	-8	4	0.4	4	-2.1
CC(=O)c1ccccc1NC(=O)COC(=O)c1c(C)nn(-c2ccccc2)c1C	1	x	x	6	-5	2	x	x	x
C/C(=N\NC(=O)CSc1nc(C)[nH]c1[N+](=O)[O-])c1ccc(F)cc1	12	12	4	3	-1	5	0.2	-2	-0.7
COc1ccc(CN(CC(=O)NCc2ccc(F)cc2)C(=O)CCC(=O)Nc2nccs2)cc1	1	-3	0	5	2	4	-2.1	-1	-5.0
Cc1ccc(/C=N/n2nnnc2N)o1	-3	9	-5	2	2	3	-0.4	-4	-2.9
CCCC(C)NC(=O)c1cc(S(=O)(=O)N2CCCCCC2)ccc1OC (centres undefined)	5	x	x	3	-4	6	x	x	x
CS(=O)(=O)c1ccc2c(c1)sc1nc(=O)c(/C=C3/C=CC(=O)C(O)=C3)c(N)n12	-29	34	-23	-9	0	-30	-3.9	18	-4.0
Cc1nn(C)c(C)c1S(=O)(=O)N1CCC(CO)(CC2CCCCO2)CC1 (centres undefined)	1	10	-7	1	-3	2	-2.2	-1	-2.9
SMILES	CRFR2-BP antag	SUMO HTRF inh	pCIP destab	IDE cell inh	GalR3 antagonist	IDE cell activ	VIM-2 inhibitor	NS3 helicase inh	IMP-1 inhibitor
CCOc1ccccc1NC(=O)COC(=O)Cc1ccsc1	-6	x	x	-4	-1	2	x	x	x
Cn1c(=O)c2c(ncn2CC(COCc2ccccc2Cl)OCc2ccccc2Cl)n(C)c1=O (centres undefined)	-2	-25	-9	3	-2	4	-1.5	-4	-2.1
COc1ccc(-n2cc(C(=O)c3ccc4ccccc4c3O)cn2)cc1	-36	26	13	0	-5	8	-2.3	-1	-2.8
CCOC(=O)c1cnc(-n2nc(C)cc2C)nc1N(CC)CC	16	23	-2	9	-3	3	0.3	-4	-5.4
CCN(CC)C(=O)C1CCCN(C(=O)c2cc(COc3cccc(OC)c3)on2)C1 (centres undefined)	-6	12	-8	10	-4	-3	-2.0	-1	-0.7
CCn1c(COc2ccccc2OC)nc2ccccc21	3	9	-6	0	-5	-1	-1.1	-14	-2.4
COc1cc2c(cc1OC)C(c1cc(Br)c(OC)c(OC)c1)CC(=O)N2 (centres undefined)	13	8	4	x	-10	4	0.0	0	-2.8
COc1ccc(/C=N/Nc2nc(N3CCCC3)nc(N3CCCC3)n2)cc1	-2	-4	-3	-8	0	0	-0.1	-4	-0.6
CNC(=O)c1nn(-c2ccc(Cl)cc2)ccc1=O	-6	0	-6	4	1	4	-1.4	2	-1.9
COc1ccc(N2CCN(C3CC(=O)N(Cc4ccccc4)C3=O)CC2)cc1 (centres undefined)	7	8	9	1	-4	6	-1.9	1	-3.3
CC(=O)Nc1ccc(OCc2cccc3ccccc23)cc1	3	-2	-2	-6	-2	10	1.8	-9	-1.2
Cc1nc(-c2ccccc2)cc(N2CCCC2)n1	2	10	0	2	-5	7	-1.0	0	-2.2
Cc1ccc(C(=O)OC(C)C(=O)c2cc(C)c(C)cc2C)o1 (centres undefined)	12	-9	-3	3	x	2	-1.2	0	-2.2
O=[N+]([O-])c1ccc(N/N=C/c2ccc(O)c(O)c2O)c(S(=O)(=O)N2CCOCC2)c1	-11	40	3	x	-1	-7	-3.3	27	-3.6
O=C(c1ccc(Br)cc1)c1cc(-c2ccccn2)c(N2CCOCC2)s1	14	-19	-5	-3	3	2	-1.6	2	-4.6
CCOc1ccc(/C(O)=C2/C(=O)C(=O)N(CC3CCCO3)C2c2cccs2)cc1 (centres undefined)	10	18	-3	1	-3	1	0.7	3	0.0
O=C(Nc1ccc(Cc2ccncc2)cc1)c1ccc(S(=O)(=O)N2CCCC2)cc1	-96	4	-8	x	73*	-1	0.4	1	-0.6
c1ccc(C(c2ccccc2)c2noc(CN3CCC(c4ccncc4)CC3)n2)cc1	17	8	-5	3	-1	5	-0.3	-6	0.6
CC(C)(C)OC(=O)N1CCC[C@H]1C(=O)Nc1ccc(S(=O)(=O)C(F)F)cc1	-1	3	-11	-4	-8	2	1.7	12	3.0
O=C1CCc2cc(S(=O)(=O)Nc3ccccc3)cc3c2N1CC3	1	x	x	-2	4	2	x	x	x
COc1ccccc1C(=O)N/C(=C\c1cn(C)c2ccccc12)C(=O)N1CCCC1	3	16	-5	4	-1	-4	-2.7	-4	-2.6
COc1ccc(NC(=O)c2ccco2)c(NC(=O)Cc2cccs2)c1	27	1	-1	-1	-2	3	-1.6	-1	-4.4
COc1cc(Br)cc(/C=N/c2ncn[nH]2)c1O	2	16	-5	2	x	7	-5.2	2	7.9*
O=C(O)c1ccccc1Cc1nc2cc(Cl)ccc2c(=O)[nH]1	-2	-2	-2	-2	-3	9	-0.5	10	-2.0
Cn1cc(C(=O)N/N=C/C(Br)=C\c2ccccc2)ccc1=O	-11	-21	-21	7	-1	-2	-4.6	3	-3.1

Structural class, the compounds so far containing a COOH group (2)
SMILES	CRFR2-BP antag	SUMO HTRF inh	pCIP destab	IDE cell inh	GalR3 antagonist	IDE cell activ	VIM-2 inhibitor	NS3 helicase inh	IMP-1 inhibitor
Cc1ccc(C(CC(=O)O)C2CCOC(C)(C)C2)cc1 (centres undefined)	-3	14	-1	0	-7	8	-3.1	0	-8.0
O=C(O)c1ccccc1Cc1nc2cc(Cl)ccc2c(=O)[nH]1	-2	-2	-2	-2	-3	9	-0.5	10	-2.0

Next section:
SMILES	CRFR2-BP antag	SUMO HTRF inh	pCIP destab	IDE cell inh	GalR3 antagonist	IDE cell activ	VIM-2 inhibitor	NS3 helicase inh	IMP-1 inhibitor
c1ccc(CN2CCC(Nc3nc(-c4ccccc4)nc4ccccc34)CC2)cc1	-12	-22	-8	-3	-5	4	-1.8	-36	2.3
CCc1cccc2c(C(=O)COC(=O)c3nccnc3N)c[nH]c12	-21	x	x	-2	-3	2	x	x	x
Cc1c(CC(=O)Nc2ccc(Cl)cc2)sc2ccc(Cl)cc12	-14	-2	6	5	0	1	-2.7	3	-1.8
Clc1ccc(OCc2nc(-c3ccc(Br)o3)no2)cc1	17	-14	4	-1	-6	6	-1.4	1	-3.4
CC1(C)CC(=O)C/C(=N/NC(=O)CCCOc2ccc(Cl)cc2Cl)C1	-8	-4	-13	6	-1	6	-2.5	6	-2.3
CCCOc1ccc(C2CC(=O)NC2=O)cc1 (centres undefined)	15	10	-24	4	-4	4	-4.6	0	-2.8
CCNC(=O)NC(=O)CSc1ccc(S(=O)(=O)N(C)C2CCCCC2)cn1	-5	x	x	-3	-4	1	x	x	x
Cc1nc(-c2ccccc2)sc1C1(C)CC(c2cccc([N+](=O)[O-])c2)=NO1 (centres undefined)	-2	-1	5	-1	-6	2	x	x	x
O=C(COC(=O)c1cc2ccccc2oc1=O)Nc1cccc(Br)c1	-16	x	x	-1	0	6	x	x	x
O=C(CNC(=O)c1ccccc1Br)N/N=C/c1ccco1	7	7	-11	2	3	5	1.5	0	-0.5
O=C(c1ccc(Oc2cc(Cl)cc(Cl)c2)o1)N1CCCCC1	-2	10	-5	4	-3	1	-1.1	-8	-2.4
O=C(COC(=O)c1ccccn1)NCc1ccccc1	2	2	-4	9	-7	1	-2.0	3	-2.8
CC(C)Cn1nc(C(=O)Nc2cccc(C(=O)NC3CC3)c2)c2ccccc2c1=O	-2	x	x	-1	2	0	x	x	x
CC(C)c1cc(C(=O)N/N=C/C(Br)=C/c2ccccc2)n[nH]1	-60	3	-32	1	-8	0	-5.4	4	-4.5
Nc1nc2n(c1C(=O)c1ccccc1)CCC2	6	13	-6	-6	-3	4	-0.6	-3	-2.0
COc1ccc(OC)c(-c2csc(NC(=O)CSCC(=O)Nc3cc(C)on3)n2)c1	-6	x	x	-3	-6	0	x	x	x
Cc1cc(NC(=O)c2cc3ncc(Br)cn3n2)no1	-7	9	-6	1	-1	1	-3.4	3	-1.2
CC(=O)Nc1ccc(NC(=O)/C=C/c2ccc3c(c2)OCO3)cc1	-6	28	2	2	0	5	-1.6	1	0.4
